From PubChem
UBC13 inh: blocks human UBC13 polyubiquitin chain formation; TR-FRET; inhibition, % at 20 µM; 0.47% of 330,000 active; AID 485273; in the data active = inhibition above about 45%, passing the limit was not always enough
Target sequence (P61088 whole entry, looked up): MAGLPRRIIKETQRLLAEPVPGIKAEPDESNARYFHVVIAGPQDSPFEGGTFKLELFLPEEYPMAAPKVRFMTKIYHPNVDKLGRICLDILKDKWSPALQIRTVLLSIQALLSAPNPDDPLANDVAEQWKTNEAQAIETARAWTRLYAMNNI
Jurkat NFkB inh: inhibitors of the PMA/ionomycin-induced NF-kB reporter in Jurkat cells; PMA/ionomycin-induced NF-kB luciferase reporter, luminescence; inhibition, % at 4 µM; 0.53% of 330,000 active; AID 435003; in the data active = inhibition above about 50%
CXCR6 inh: blocks human CXCR6 beta-arrestin recruitment. CHO-K1 PathHunter CXCR6 beta-arrestin, luminescence. inhibition, % at 20 µM. 0.36% of 360,000 active. AID 602244; in the data active = inhibition above about 34%, passing the limit was not always enough;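 note: antagonist mode with CXCL16 agonist at 10 nM final; 0% = 10 nM CXCL16 with DMSO and 100% = unstimulated wells without agonist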
Target sequence (O00574 whole entry, looked up): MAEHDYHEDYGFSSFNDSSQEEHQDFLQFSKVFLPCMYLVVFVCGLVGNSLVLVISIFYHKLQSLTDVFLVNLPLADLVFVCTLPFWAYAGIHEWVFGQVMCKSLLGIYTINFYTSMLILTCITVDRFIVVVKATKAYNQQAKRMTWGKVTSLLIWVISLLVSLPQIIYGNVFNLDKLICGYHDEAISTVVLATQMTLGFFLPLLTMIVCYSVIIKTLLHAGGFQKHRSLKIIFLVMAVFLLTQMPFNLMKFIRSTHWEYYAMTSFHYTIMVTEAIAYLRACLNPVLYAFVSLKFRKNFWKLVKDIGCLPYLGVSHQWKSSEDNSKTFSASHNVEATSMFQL
Gli-Sufu antag: Gli-Sufu pathway antagonism. 0.74% of 340,000 active. Sufu-KO-LIGHT fibroblasts, Gli luciferase reporter luminescence. inhibition, % at 5 µM;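 active = inhibition above about 55%, limit read from the data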;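 note: 0% = DMSO-treated cells and 100% = wells with medium but no cells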
697 NFkB inh: inhibitors of the PMA/ionomycin-induced NF-kB reporter in 697 B cells. 697 B-cell NF-kB luciferase reporter, 16 h. inhibition, % at 4 µM. 0.33% of 330,000 active; in the data active = inhibition above about 35%
CCR6 antag: antagonists of human CCR6 receptor; P51684; CHO-K1 CCR6 PathHunter beta-arrestin, luminescence, CCL20-stimulated; inhibition, % at 20 µM; 0.49% of 340,000 active; AID 493098;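 active = compounds whose inhibition of the agonist-driven luminescence signal at 20 µM reaches about 50%, limit read from the data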;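 note: cells stimulated with CCL20 at 14 nM final; plate controls were DMSO with CCL20 for no effect and DMSO without agonist for full effect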
EBI2 block: EBI2 (human) antagonism | P32249 | EBI2 beta-arrestin recruitment, luminescence, 7a,25-OHC stimulated | inhibition, % at 5 µM | 0.81% of 360,000 active; in the data active = inhibition above about 38%;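 note: enzyme fragment complementation signal reports receptor beta-arrestin coupling in cells; 0% = agonist plus DMSO wells and 100% = wells without agonist; some results beyond the cut were filed as inactive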
APJ antag: blocks the human apelin receptor APJ | P35414 | CHO-K1 APJ beta-arrestin complementation, luminescence | inhibition, % at 20 µM | 0.32% of 330,000 active;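 active = inhibition above about 40% at 20 µM, limit read from the data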;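 note: cells challenged with 10 nM apelin-13 agonist together with compound; plate controls were apelin-13 plus DMSO wells for no effect and DMSO wells lacking apelin-13 for full effect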
Target sequence (P35414 whole entry, looked up): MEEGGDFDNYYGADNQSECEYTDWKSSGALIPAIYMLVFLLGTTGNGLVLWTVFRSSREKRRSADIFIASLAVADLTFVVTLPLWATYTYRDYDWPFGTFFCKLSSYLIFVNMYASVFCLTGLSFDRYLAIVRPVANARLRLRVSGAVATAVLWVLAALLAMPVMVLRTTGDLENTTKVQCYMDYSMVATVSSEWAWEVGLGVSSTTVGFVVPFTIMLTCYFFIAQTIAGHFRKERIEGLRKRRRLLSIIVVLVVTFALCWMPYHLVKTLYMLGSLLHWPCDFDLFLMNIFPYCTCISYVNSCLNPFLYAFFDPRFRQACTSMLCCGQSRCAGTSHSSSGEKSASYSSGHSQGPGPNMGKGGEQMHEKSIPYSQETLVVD
* hit, by the source's call; / = no result given. An unsorted share of the library; about 3% have a hit in one of these screens.

structure,UBC13 inh,Jurkat NFkB inh,CXCR6 inh,Gli-Sufu antag,697 NFkB inh,CCR6 antag,EBI2 block,APJ antag
CN(C(=O)COC(=O)c1cc(S(=O)(=O)N2CCOCC2)ccc1Cl)C1CCS(=O)(=O)C1 (stereo unspecified),-2,17,1,2,4,-12,2,3
CCCN(CCC)CCNC(=O)CN1C(=O)COc2ccc(S(=O)(=O)N3CCOCC3)cc21,1,-2,-8,-2,9,12,-12,5
O=C(N/N=C/c1cccnc1)c1ccccc1NS(=O)(=O)c1cccs1,-5,-7,0,11,2,1,7,13
Cc1ccc2c(C)c(C(=O)N(C)Cc3nccn3C)oc2c1C,0,8,6,-3,9,3,-3,16
COCCn1c(N)c(N(Cc2ccccc2)C(=O)CSCC(=O)Nc2ccc(C)cc2)c(=O)[nH]c1=O,-17,10,-2,-16,1,-6,2,-3
C=CCc1ccccc1Oc1cc(OC)nc(N)n1,-1,-11,2,-6,12,9,-1,23
N#CCCN1C(=O)C2(OCCO2)c2ccccc21,7,-13,3,0,4,-10,0,12
CCOC(=O)C1CCCN(C(=O)c2ccc(NC(=O)CC3SC(N4CCCC4)=NC3=O)cc2)C1 (stereo unspecified),3,-1,0,-8,12,7,15,26
Cc1cc(NC(=O)CN2C(=O)NC3(CCCCCC3)C2=O)no1,-3,-4,0,-3,22,5,5,11
Cc1cccc2cc(CN(Cc3nnnn3C3CCCC3)C3CCCCC3)c(=O)[nH]c12,-2,-18,2,-11,-3,2,-11,15
Nc1ncnc2c1ncn2[C@@H]1O[C@H](CNCc2c(OCc3ccccc3F)ccc3ccccc23)[C@@H](O)[C@H]1O,-4,-15,10,42,-8,6,-3,-5
COC(=O)c1c(N)c2ccccc2[nH]c1=O,5,6,-11,-4,15,-5,4,-2
CN(C)S(=O)(=O)c1ccc(C(=O)N2CCN(C(=O)C3CCCO3)CC2)cc1 (stereo unspecified),5,0,-4,-1,2,-4,-11,-9
Cc1cc(Nc2nnnn2-c2ccccc2)n(-c2ccc(Cl)cc2)n1,6,-4,-5,-1,19,15,-3,-1
NNC(=O)[C@H](Cc1ccccc1)NC(=O)Nc1ccc2c(c1)OCCO2,-48,-16,3,0,2,-11,0,-6
CCN(CC)c1ccc(C(=O)OCC(=O)N(C(C)C)C(C)C)cc1,2,6,-3,-16,4,-3,-5,10
Cc1ccc(CNc2nc(-c3cccs3)nc3ccccc23)cc1,14,-10,3,50,-8,24,15,10
CCNC(=S)N1CCc2cc(OC)c(OC)cc2C1COc1ccc(F)cc1 (stereo unspecified),-2,2,0,7,9,4,3,-1
O=C(CSCC(=O)Nc1nccs1)Nc1ccccc1,10,2,-7,8,18,7,-1,2
N#CCC(=O)Nc1ncn(Cc2ccccc2Cl)n1,10,-7,2,21,0,-2,-4,19
COc1ccc(C(=O)NNC(=O)CSc2nnnn2C)cc1,-10,-1,-7,4,10,-7,-2,5
O=[N+]([O-])c1ccccc1CNC(Cc1ccccc1)c1ccccc1 (stereo unspecified),-8,4,13,-8,-1,9,13,8
Cc1cc(C)n2c(SCC(=O)Nc3c(C)n(C)n(-c4ccccc4)c3=O)nnc2n1,0,-9,3,0,18,-16,1,-6
CCOc1ccc(NC(=O)CCn2nc(C)c(S(=O)(=O)N3CCCCC3)c2C)cc1,1,5,2,-9,-16,13,5,15
CCCNC(=O)NC(=O)CSc1nc(C)cs1,7,18,-5,-8,10,8,-5,15
O=C(c1ccc2c(c1)C(=O)N(CCCO)C2=O)c1ccc2c(c1)C(=O)N(CCCO)C2=O,-15,-6,-2,23,-5,-8,-5,-8
COC(=O)c1ccc(NC(=O)CSc2nnc(C3CC3)n2C)cc1,0,4,-1,42,9,4,-7,16
COc1ccc(/C=C(\NC(=O)c2ccc(C)cc2)C(=O)NCCCn2ccnc2)cc1,2,-8,-4,-16,14,1,2,-1
CCC(C)(C)NC(=O)C(c1ccc(F)cc1)N(Cc1ccccc1)C(=O)c1cnccn1 (stereo unspecified),7,16,3,-6,12,16,11,6
Cc1ccccc1Nc1nc(N)nc(CSCC(=O)Nc2cccc(Br)c2)n1,-5,7,9,-7,-17,-8,-7,10
O=C1CN(C(=O)COC(=O)c2ccc([N+](=O)[O-])s2)c2ccccc2N1,-18,11,-8,5,26,11,-41,-31
C=CCC[C@H](Cc1ccc(F)cc1)C(=O)OC[C@@H](C)NC(=O)[C@@H](CC=C)CC(=O)N[C@H](CO)Cc1ccccc1,1,-4,3,2,-11,-10,15,4
COc1cccc(C2=NOC(C(=O)Nc3ccc(C(C)=O)cc3)C2)c1 (stereo unspecified),12,-30,0,-35,-7,5,-18,20
O=C(CCS(=O)(=O)c1ccccc1)Nc1nccs1,-5,2,-5,10,7,1,-6,-3
Cc1cc(N2CCN(Cc3cn(C)nc3-c3ccccc3F)CC2)cc(C)n1,19,69*,1,-12,-24,10,9,7
CCOC(=O)C1=C(OCc2ccc(Cl)cc2)C2C=C(C)C=CC2N=C1 (stereo unspecified),0,6,11,-7,18,3,-1,0
O=CN1CCN(C(C(=O)NC2CCCCC2)c2cc3c(cc2[N+](=O)[O-])OCO3)CC1 (stereo unspecified),-11,-35,-20,-9,-5,-7,-7,-88
O=C(/C=C/c1ccccc1)NC1CCSC1=O (stereo unspecified),-15,-45,0,-15,-59,13,-2,-2
CC(=O)Nc1ccc(S(=O)(=O)N(C)CC(=O)OCC(=O)N2CCCCCC2)cc1,-5,7,3,7,-16,0,-5,-8
Cc1cccc(NC(=S)Nc2ccc(Oc3ccccc3)cc2)n1,3,-1,4,-6,-4,-2,32,6
COc1ccc2sc(-c3ccccc3OC)c(-c3ccc4c(c3)OCCO4)c2c1,12,-13,2,-5,12,20,4,9
CC1CCCN(C(=O)CN2C(=O)CSc3ccc(S(=O)(=O)N4CCOCC4)cc32)C1 (stereo unspecified),1,-5,-2,-3,-6,4,-11,9
c1ccc(Cn2cc(CN3CCCCO3)c(-c3ccc4c(c3)OCO4)n2)cc1,-12,-26,-1,6,-135,20,1,-26
COc1cc(CC(=O)OCn2nnc3ccccc3c2=O)cc(OC)c1OC,7,12,-2,9,16,-9,4,6
O=C1CC(c2ccccc2)Sc2ccccc2N1 (stereo unspecified),-18,-10,9,1,-23,9,-16,6

4 of the entries above in order of the UBC13 inh value, smallest number first:
| SMILES | UBC13 inh | Jurkat NFkB inh | CXCR6 inh | 697 NFkB inh | CCR6 antag | EBI2 block | APJ antag |
| --- | --- | --- | --- | --- | --- | --- | --- |
| c1ccc(Cn2cc(CN3CCCCO3)c(-c3ccc4c(c3)OCO4)n2)cc1 | -12 | -26 | -1 | -135 | 20 | 1 | -26 |
| CC1CCCN(C(=O)CN2C(=O)CSc3ccc(S(=O)(=O)N4CCOCC4)cc32)C1 (stereo unspecified) | 1 | -5 | -2 | -6 | 4 | -11 | 9 |
| Cc1cccc(NC(=S)Nc2ccc(Oc3ccccc3)cc2)n1 | 3 | -1 | 4 | -4 | -2 | 32 | 6 |
| COc1cc(CC(=O)OCn2nnc3ccccc3c2=O)cc(OC)c1OC | 7 | 12 | -2 | 16 | -9 | 4 | 6 |

Further structures
structure,UBC13 inh,Jurkat NFkB inh,CXCR6 inh,Gli-Sufu antag,697 NFkB inh,CCR6 antag,EBI2 block,APJ antag
CN(C)CCCNC(=O)C[C@H]1C[C@H](C(=O)N2CCCCC2)[C@@]2(CCc3ccccc3)c3[nH]c4cc(-c5ccco5)ccc4c3CCN2C1=O,/,/,-12,17,4,21,3,/
CC(C)(C)c1nc2ccc(NS(=O)(=O)c3ccc(F)c(F)c3F)cc2[nH]1,0,-14,-1,-1,-2,-8,-8,-3
O=C1c2ccccc2NC(c2ccccc2)N1/N=C/c1ccccc1 (stereo unspecified),-8,-85,9,-70,-70,15,18,-5
COCCNC(=S)NCCCNc1nc2cc3c(cc2cc1C#N)OCO3,5,10,-7,-3,-2,12,7,9
Cc1ccc(NC(=S)N(Cc2ccc(Cl)cc2)Cc2ccc(C(=O)O)cc2)cc1Cl,-29,9,5,12,10,3,-2,-7
COC(=O)c1cc(OC)c(OC)cc1NC(=S)N1CCOCC1,0,8,-6,0,6,5,-1,25
CCOC(=O)C(Sc1ncc(C#N)c(N)n1)C(C)C (stereo unspecified),4,7,-9,4,16,-5,3,9
CS(=O)(=O)Nc1cccc(C2=NN(S(C)(=O)=O)C(c3ccccc3)C2)c1 (stereo unspecified),3,-8,-3,-8,7,9,-9,-6
COc1ccc(NC2CCCN(C(=O)CCN3Cc4ccccc4C3=O)C2)cc1 (stereo unspecified),3,3,-8,-22,1,3,0,-8
CN(Cc1cnn(-c2ccccc2)c1)C(=O)C1CCC(=O)N(C2CC2)C1 (stereo unspecified),0,-7,5,5,3,16,-4,25
Cc1ccc(C)c2c1sc(=NC(=O)CN1C(=O)CCC1=O)n2C,10,2,-6,11,0,-2,2,25
COc1ccc(C(=O)NC(NC(=S)Nc2ccc(S(N)(=O)=O)cc2)C(Cl)(Cl)Cl)cc1 (stereo unspecified),3,5,4,12,13,13,-5,-11
Cc1ccc(N=Cc2cc(Cl)cc(Cl)c2O)nc1,5,3,4,-6,17,13,-13,-9
CCN1C(=O)CC(N2CCC(c3nc4ccccc4[nH]3)CC2)C1=O (stereo unspecified),8,2,0,2,5,-11,-2,-18
CCOC(=O)N1CCN(CCC(=O)Nc2ccccc2OC)CC1,14,5,-11,2,21,-4,-3,9
COc1ccc(OCC(=O)Nc2cc(OC)cc(OC)c2)cc1,6,8,-1,1,-8,-2,4,3
O=C(CCNC(=O)c1ccccc1)Nc1ccc(S(=O)(=O)Nc2ncccn2)cc1,4,0,0,-3,15,-2,-4,-1
CCOC(=O)C1CCCN(C(=O)C(C)Oc2ccc(Cl)cc2Cl)C1 (stereo unspecified),4,0,-2,3,6,21,4,-2
COc1cc2cc(C(=O)N3CCOCC3)cc(-c3ccc(C)cc3)c2cc1OC,20,-7,-3,11,7,12,6,5
COc1cc(/C=N/n2nnnc2N)cc(Cl)c1OC,0,-5,-1,7,20,-1,2,-13
Cc1cc(C(C)(C)C)oc1C(=O)Nc1ccc(CC(=O)O)cc1,-2,-7,2,0,30,8,-4,3
Cc1ccc(S(=O)(=O)NCC(=O)OCC(=O)c2cc(C)n(-c3ccccc3)c2C)cc1,-10,-20,-6,-4,-19,16,0,7
CC(Sc1nc2ccccc2n1C)C(=O)NC(c1ccccc1)c1ccccc1 (stereo unspecified),8,2,9,4,9,10,8,18
COC(=O)Nc1nn(-c2ccc(Cl)cc2)c(=O)c(C#N)c1C,-4,3,2,2,-1,-11,-3,1
